From PubChem
Akt phos inh – blocks phosphorylation of Akt. Neuro2A IGF-stimulated pAkt S473 HTRF, 20 min; stronger effect = lower value. activity change, % for hits at 50 µM. 360,000 tested, 0.32% active. AID 651550; in the data active means activity change below about -80%; inconclusive means mostly about -51% to -80%; further: on the % scale 0 is the no-effect control and ±100 the full control effect
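Neuro2A cells (4,500/well, DMEM with 0.5% FBS) were treated with compound at a single 50 µM final concentration, stimulated with 6 nM IGF for 20 min at 37 °C, and lysed. Phospho-Akt Ser473 was read by HTRF as 665/615 ratio ×10^4.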
EPAC2 ag – activates human EPAC2 exchange factor; AID 720711; Q8WZA2; Potency, µM (top dose mostly 154 µM), for inactives: at the highest dose activation, hits mostly activators; EPAC2 activation, biochemical qHTS; response scale: 100% = 6.5 mM cAMP response; 360,000 tested, 0.079% active; further: potency means the concentration at half of the fitted maximal effect; nearly all actives have a fitted effect of over 50% in size
Target sequence (Q8WZA2 whole entry, looked up): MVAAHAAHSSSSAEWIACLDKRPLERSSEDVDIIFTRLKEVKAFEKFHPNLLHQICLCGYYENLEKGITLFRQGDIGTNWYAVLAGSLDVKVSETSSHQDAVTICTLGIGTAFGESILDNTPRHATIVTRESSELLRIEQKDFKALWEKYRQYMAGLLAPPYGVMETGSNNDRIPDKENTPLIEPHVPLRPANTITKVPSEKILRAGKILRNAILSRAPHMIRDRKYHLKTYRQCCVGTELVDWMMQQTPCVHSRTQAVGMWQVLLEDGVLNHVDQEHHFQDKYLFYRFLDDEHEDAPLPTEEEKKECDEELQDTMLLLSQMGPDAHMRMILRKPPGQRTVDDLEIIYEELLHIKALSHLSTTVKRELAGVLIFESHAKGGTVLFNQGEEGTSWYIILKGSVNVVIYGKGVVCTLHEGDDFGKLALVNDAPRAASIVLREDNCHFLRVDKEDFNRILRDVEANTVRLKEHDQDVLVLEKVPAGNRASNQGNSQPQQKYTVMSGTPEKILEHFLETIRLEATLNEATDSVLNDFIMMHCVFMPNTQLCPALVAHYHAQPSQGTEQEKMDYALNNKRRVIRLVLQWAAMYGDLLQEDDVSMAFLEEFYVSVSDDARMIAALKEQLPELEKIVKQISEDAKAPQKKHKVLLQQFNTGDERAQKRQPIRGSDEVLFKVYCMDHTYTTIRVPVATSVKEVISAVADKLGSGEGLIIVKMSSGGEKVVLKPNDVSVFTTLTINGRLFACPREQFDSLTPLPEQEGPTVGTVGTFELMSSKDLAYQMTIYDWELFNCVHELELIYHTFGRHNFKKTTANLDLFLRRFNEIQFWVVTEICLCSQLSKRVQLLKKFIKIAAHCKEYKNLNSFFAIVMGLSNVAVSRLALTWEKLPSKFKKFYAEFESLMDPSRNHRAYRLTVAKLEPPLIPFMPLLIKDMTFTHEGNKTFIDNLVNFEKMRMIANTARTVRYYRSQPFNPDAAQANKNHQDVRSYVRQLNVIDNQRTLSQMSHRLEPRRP
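Compounds were added across a concentration range to EPAC2 (100 nM), RAP1B-BODIPY-GDP (250 nM) and GDP (50 uM). After 5 min at room temperature, fluorescence was recorded at 5-min intervals for 30 min.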
Mm-Cpn inhibitor – inhibitors of Methanococcus maripaludis chaperonin (MmCpn). purified Mm-Cpn ATPase, ADP Transcreener TR-FRET. Potency, µM (series often up to 76.9 µM), without a hit: at the top dose activity, negative = inhibition, actives largely listed as inhibitors. 330,000 tested, 0.031% active. AID 504842; further: potency means the concentration at half of the fitted maximal effect; on the % scale 0 is the no-effect control and ±100 the full control effect; nearly all actives have a fitted effect of over 80% in size
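25 nM Mm-CPN + cpd, 10 min 37°C; + 10 uM ATP, 30 min 37°C; buffer 30 mM Tris pH 7.4, 100 mM KCl, 5 mM MgCl2, 1 mM DTT; Transcreener ADP HTRF detection 30 min RT.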
CCT chaperon mod – modulators of cytosolic chaperonin (CCT/TRiC) activity; purified chaperonin ATPase assay, HTRF ADP detection, 30 min; activity change, % (test concentration not listed), hits read low; 360,000 tested, 0.3% active; AID 651819; in the data active means activity change below about -30%; further: on the % scale 0 is the no-effect control and ±100 the full control effect
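First, chaperonin was dispensed at 40 nM or 20 nM final depending on batch activity. Next, compounds were pinned at 76 uM and ATP added at 10 uM. After 30 min at 37 °C, ADP detection reagents ran 30 min at ambient temperature.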
A549 tox – A549 cytotoxicity, counter-screen for Nrf2 inhibitors. A549 ARE-Fluc cells, CellTiter-Fluor viability, 18-24 h. Potency, µM (titrated, usually from 46 µM), without a hit: top-dose activity change, negative = cytotoxicity, most hits filed as inhibitors. 390,000 tested, 0.16% active. AID 504648; further: potency means the concentration at half of the fitted maximal effect; on the % scale 0 is the no-effect control and ±100 the full control effect
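Cytotoxicity counterscreen: CellTiter-Fluor fluorescence was measured in A549 ARE_Fluc cells after 18-24 h of compound exposure in a concentration series. The subsequent BugLite luminescent read reports ARE-luciferase activity.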
Nrf2 ARE act – activates Nrf2 signaling | AREc32 ARE-luciferase reporter (MCF7-derived line), luminescence, 24 h | Potency, µM (titrated, usually from 46.1 µM), for the others: top-dose activation, usual class: activators | 410,000 tested, 0.31% active | AID 624171; further: potency means the concentration at half of the fitted maximal effect; % of control where 0% means no effect; nearly all actives have a fitted effect of over 65% in size
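Steps: seed AREc32_Fluc cells (1000/well, 5% FBS OPTI-MEM); incubate overnight at 37 deg C; add 23 nL compound; incubate 24 hr; add Steady-Glo; hold 30 min RT; read luminescence.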
TGFb inhibitor – TGF-b pathway inhibition; Potency, µM (titrated, usually from 46.1 µM), inactives show at the highest dose activity, negative = inhibition, usual class: inhibitors; HepG2 CAGA-GFP TGF-b/SMAD3 reporter, GFP fluorescence, 18 h; TGF-beta stimulated, 500 pg/mL final; 410,000 tested, 1.2% active; further: potency means the concentration at half of the fitted maximal effect; on the % scale 0 is the no-effect control and ±100 the full control effect; nearly all actives have a fitted effect of over 65% in size
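Using HEPG2 CAGA-GFP reporter cells at 1000 cells/well, we pinned test compounds, stimulated with recombinant TGF-beta (500 pg/mL final) and measured total well GFP after 18 h.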
EPAC2 antagonist – antagonists of human EPAC2. Q8WZA2. EPAC2 GEF exchange of Rap1B-BODIPY-GDP, fluorescence. Potency, µM (top dose mostly 114 µM), for inactives: at the highest dose activity, negative = inhibition, most hits filed as inhibitors. 360,000 tested, 0.18% active; further: potency means the concentration at half of the fitted maximal effect; on the % scale 0 is the no-effect control and ±100 the full control effect; nearly all actives have a fitted effect of over 45% in size; many of its hits are not listed in these tables
Nrf2 block – inhibitors of Nrf2 signaling | A549 ARE-Fluc reporter, luciferase luminescence, 18-24 h | Potency, µM (top dose mostly 46 µM), for the others: top-dose activity change, negative = inhibition, usual class: inhibitors | 360,000 tested, 2.1% active | AID 504444; further: potency means the concentration at half of the fitted maximal effect; on the % scale 0 is the no-effect control and ±100 the full control effect; nearly all actives have a fitted effect of over 60% in size
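Quantitative HTS in A549 cells stably bearing an antioxidant response element-firefly luciferase construct. Inhibition of Nrf2-driven transcription was scored by luminescence after 18-24 h of compound exposure at 37 °C.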
Active calls of the source: *; i = inactive; ? = inconclusive; nt = not tested or not shown; [ ] = remark or other dose. Unless noted, the call rests on the fitted dose curve; in most records, active means well fitted curve in the direction sought with a large enough effect; inconclusive means small, poorly fitted or top-dose-only effect, or another doubt; inactive means no such curve, though single readings can be large; an effect the other way counts as inactive or inconclusive. Not all compounds are listed; rates above refer to the full screens.

#1 Cn1c(=O)c2sccc2n2c(CCC(=O)N3CCN(c4cccc(Cl)c4)CC3)nnc12
#2 Cc1cccc(C)c1NC(=O)CNC(=O)CN1C(=O)NC2(CCc3ccccc32)C1=O (configuration not stated)
#3 Cc1c(CCC(=O)O)c(=O)oc2c(C)c3occ(-c4ccc(Br)cc4)c3cc12
#4 COc1ccccc1-c1cn(C(C)(C)C)nc1C
#5 Cc1cc(C)cc(NC(=S)N2CCC(NC(=O)c3ccco3)CC2)c1
entry no.,1,2,3,4,5
Akt phos inh,nt,i,i,i,i
EPAC2 ag,nt,5%,25%,6%,11%
Mm-Cpn inhibitor,nt,0%,1%,-1%,-1%
CCT chaperon mod,nt,-1.0,-0.6,-6.7,-0.3
A549 tox,-1%,2%,0%,2%,0%
Nrf2 ARE act,-0.9%,-0.2%,0.8%,0.1%,2.0%
TGFb inhibitor,5%,-14%,23%,14%,-2%
EPAC2 antagonist,nt,-4%,?,-5%,9%
Nrf2 block,-29%,-23%,2%,-2%,-1%

#6 CC1(C)CC[C@@]23CC[C@]4(C)[C@@](OC2=O)(C3C1)[C@H]1O[C@H]1C1[C@@]2(C)CC[C@H](O)C(C)(C)C2CC[C@]14C (some centres not stated)
#7 NC(=O)C1CCN(C(=O)c2ccc(Cl)c(S(=O)(=O)NCc3ccco3)c2)CC1
#8 O=C(COc1cccc2ccccc12)NNC(=O)Nc1ccccc1
#9 CCC(c1nnc(SC(C)C(=O)NC2CC2)n1-c1ccc(OC)cc1)N(C)C (configuration not stated)
#10 CCN1CCN(Cc2nc3cc(NC(=O)c4cccc([N+](=O)[O-])c4)ccc3n2CC)CC1
entry no.,6,7,8,9,10
Akt phos inh,i,i,i,i,nt
EPAC2 ag,-11%,5%,4%,-1%,nt
Mm-Cpn inhibitor,nt,0%,-4%,1%,nt
CCT chaperon mod,0.4,-0.2,0.4,-5.2,nt
A549 tox,-4%,-2%,-3%,-2%,3%
Nrf2 ARE act,-1.1%,0.4%,0.6%,-0.6%,-0.9%
TGFb inhibitor,17%,6%,-15%,2%,8%
EPAC2 antagonist,-7%,6%,3%,8%,nt
Nrf2 block,-7%,-5%,9%,8%,-4%

#11 O=C(CCN1CCCC1)Nc1ccccc1
#12 C=CCn1c(=O)c2ccccc2n2c(SCC(=O)NCc3cccs3)nnc12
#13 O=C(CSc1nc(O)c(C/C=C/c2ccccc2)c(=O)[nH]1)Nc1cccc(F)c1
#14 Cn1c(=O)oc2cc(S(=O)(=O)NCc3ccc(F)cc3)ccc21
#15 CC(C)[C@H](NC(=O)C1CCN(S(=O)(=O)c2ccccc2)CC1)C(=O)NCc1ccccn1
entry no.,11,12,13,14,15
Akt phos inh,i,i,nt,i,i
EPAC2 ag,1%,1%,nt,2%,5%
Mm-Cpn inhibitor,-1%,-1%,nt,0%,3%
CCT chaperon mod,-1.1,0.2,nt,-2.0,-1.1
A549 tox,-2%,-1%,-1%,-10%,-3%
Nrf2 ARE act,0.2%,-0.8%,0.9%,-0.3%,-0.5%
TGFb inhibitor,5%,?,-3%,-8%,-7%
EPAC2 antagonist,3%,8%,nt,4%,6%
Nrf2 block,-1%,?,13%,7%,2%

#16 CCc1nc2ccc(C(=O)NCCOc3ccc(OC)cc3)cn2c1N(CCN(C)C)CC1CC1
#17 COC(=O)c1c(C(=O)OC)c(-c2ccc(Cl)cc2)n2c1CS(=O)(=O)C2
#18 CC(=O)c1cccc(N(C(=O)CNC(=O)c2cccs2)C(C(=O)NCC2CCCO2)c2ccccc2)c1 (configuration not stated)
#19 CN(C)c1ncc(CN2CCC(CO)(CCCc3ccccc3)CC2)s1
#20 Cc1ccc(NC(=O)N2CCC(C(=O)NCc3ccccc3)CC2)cc1
entry no.,16,17,18,19,20
Akt phos inh,i,i,i,i,i
EPAC2 ag,10%,9%,4%,8%,7%
Mm-Cpn inhibitor,nt,1%,0%,-1%,2%
CCT chaperon mod,-0.2,-3.6,0.4,2.5,-1.1
A549 tox,nt,-2%,3%,18%,?
Nrf2 ARE act,3.9%,-0.1%,-0.1%,0.2%,0.4%
TGFb inhibitor,2%,0%,6%,3%,3%
EPAC2 antagonist,4%,9%,2%,3%,-5%
Nrf2 block,nt,-30%,6%,6%,5%

Entries of single compounds, looked up by structure. Order of screens: Akt phos inh, EPAC2 ag, Mm-Cpn inhibitor, CCT chaperon mod, A549 tox, Nrf2 ARE act, TGFb inhibitor, EPAC2 antagonist, Nrf2 block
Results for `NC(=O)C1CCN(C(=O)c2ccc(Cl)c(S(=O)(=O)NCc3ccco3)c2)CC1` → i, 5%, 0%, -0.2, -2%, 0.4%, 6%, 6%, -5%
Results for `Cn1c(=O)oc2cc(S(=O)(=O)NCc3ccc(F)cc3)ccc21` → i, 2%, 0%, -2.0, -10%, -0.3%, -8%, 4%, 7%
Results for `Cc1cccc(C)c1NC(=O)CNC(=O)CN1C(=O)NC2(CCc3ccccc32)C1=O` (configuration not stated) → i, 5%, 0%, -1.0, 2%, -0.2%, -14%, -4%, -23%

(continued)
#21 O=C(O)C1C2C=CC(C2)C1C(=O)Nc1ccc(C(=O)N2CCCCC2)c(Cl)c1 (configuration not stated)
#22 OC(Cc1cccnc1)c1ccccc1 (configuration not stated)
#23 O=C(CCN1C(=O)c2ccccc2S1(=O)=O)N1CCN(c2ccccc2)CC1
#24 COc1ccc(NC(=O)c2nn(C)c(=O)c3ccccc23)cc1S(=O)(=O)Nc1ccccc1Cl
#25 COc1cccc(-c2nnc(SCN3C(=O)c4ccccc4C3=O)n2C)c1
entry no.,21,22,23,24,25
Akt phos inh,i,i,i,i,i
EPAC2 ag,0%,2%,0%,12%,20%
Mm-Cpn inhibitor,-3%,nt,1%,-6%,-2%
CCT chaperon mod,-2.8,0.3,-6.8,-3.4,1.4
A549 tox,-3%,2%,-4%,0%,?
Nrf2 ARE act,0.4%,-0.2%,-0.2%,3.3%,0.0%
TGFb inhibitor,2%,-1%,-26%,7%,-12%
EPAC2 antagonist,6%,0%,0%,-10%,-7%
Nrf2 block,3%,5%,nt,-46%,9%

#26 CC1=C(C(=O)OC(C)C)C(c2c(O)ccc3ccccc23)NC(=O)N1 (configuration not stated)
#27 COc1ccc(-c2csc(C)n2)cc1
#28 COc1ccc(C(=O)NCc2cn3c(C)csc3n2)cc1OC
#29 COc1ccc2o/c(=N\O)c(C(=O)Nc3ccc(C)cc3)cc2c1
#30 COC(=O)c1cn(Cc2c(C)cc(C)cc2C)nn1
entry no.,26,27,28,29,30
Akt phos inh,i,i,i,i,i
EPAC2 ag,8%,-2%,14%,-3%,6%
Mm-Cpn inhibitor,3%,1%,0%,0%,-1%
CCT chaperon mod,1.9,-2.5,0.9,-1.2,-0.6
A549 tox,-3%,-12%,-3%,3%,-1%
Nrf2 ARE act,0.5%,-0.1%,0.2%,0.1%,0.3%
TGFb inhibitor,-5%,-12%,-1%,-14%,3%
EPAC2 antagonist,-8%,4%,-6%,12%,3%
Nrf2 block,14%,21%,7%,5%,-3%

#31 CCCNc1ncnc2c1cnn2C1CCCCO1 (configuration not stated)
#32 O=C(COc1ncnc2cc(Cl)ccc12)c1ccc2c(c1)OCCO2
#33 Cc1cc(C)nc(SCC(=O)Nc2ccc(S(=O)(=O)Nc3cc(C)on3)cc2)n1
#34 CCOc1ccc(CCNC(=O)COC(=O)c2cc(OC)c(OC)cc2[N+](=O)[O-])cc1OCC
#35 N#Cc1c2n(c(=S)n(-c3ccccc3)c1=O)CCCCC2
entry no.,31,32,33,34,35
Akt phos inh,i,i,i,i,i
EPAC2 ag,3%,1%,-1%,-1%,4%
Mm-Cpn inhibitor,nt,-25%,nt,0%,-1%
CCT chaperon mod,1.1,-0.2,-2.2,-1.8,3.3
A549 tox,6%,0%,-4%,-9%,1%
Nrf2 ARE act,3.1%,1.0%,-0.2%,-0.7%,0.0%
TGFb inhibitor,8%,23%,20%,-18%,11%
EPAC2 antagonist,11%,-1%,2%,1%,5%
Nrf2 block,?,?,-9%,2%,4%

Given field by field: 2 of the compounds above
#33 Cc1cc(C)nc(SCC(=O)Nc2ccc(S(=O)(=O)Nc3cc(C)on3)cc2)n1
  Akt phos inh = i	EPAC2 ag = -1%	Mm-Cpn inhibitor = nt	CCT chaperon mod = -2.2	A549 tox = -4%	Nrf2 ARE act = -0.2%	TGFb inhibitor = 20%	EPAC2 antagonist = 2%	Nrf2 block = -9%
#35 N#Cc1c2n(c(=S)n(-c3ccccc3)c1=O)CCCCC2
  Akt phos inh = i	EPAC2 ag = 4%	Mm-Cpn inhibitor = -1%	CCT chaperon mod = 3.3	A549 tox = 1%	Nrf2 ARE act = 0.0%	TGFb inhibitor = 11%	EPAC2 antagonist = 5%	Nrf2 block = 4%

Remaining list, next part
#36 Cc1ccc(C(=O)N2C3C=CC(C3)C2(C(F)(F)F)C(F)(F)F)cc1 (configuration not stated)
#37 O=C(Nc1ccsc1C(=O)O)c1ccccc1
#38 O=S(=O)(Nc1ccc(F)cc1Cl)c1ccc(-c2cnc(C3CC3)o2)cc1
#39 O=C(NC1CCCC1)C1CCN(C(=O)c2cc(Cl)ccc2Cl)CC1
#40 Cc1cc(C(=O)CN2CCCCC2)c(C)n1-c1ccc(F)cc1
entry no.,36,37,38,39,40
Akt phos inh,nt,i,nt,i,i
EPAC2 ag,-38%[inhibitor][15.6 µM],3%,12%,1%,-3%
Mm-Cpn inhibitor,-1%,0%,3%,0%,-3%
CCT chaperon mod,-1.4,1.1,1.2,-1.7,-1.3
A549 tox,-9%,2%,-9%,2%,-1%
Nrf2 ARE act,0.0%,6.1%,-0.3%,0.3%,3.0%
TGFb inhibitor,?,0%,14µM*,0%,0%
EPAC2 antagonist,-14%,-2%,-26%,8%,-1%
Nrf2 block,-7%,20%,-9%,4%,29%
